Screening data: PubChem, Broad Institute
NSD2 HMT inh: blocks human histone methyltransferase NSD2. NSD2 peptide methylation, AlphaScreen, 120 min. inhibition, % at 12.5 µM. actives 0.54% (n = 310,000). AID 743445; in the data active = inhibition above about 50%
* marks the source's active call; other numbers are inactive results.

SMILES	NSD2 HMT inh
COc1ccc(-c2cnc3c(NC(C)=O)cc(-c4cccc(C(=O)N(C)C)c4)cn23)cc1OC	1
C=CCn1c(COc2ccc(C)cc2)nnc1SCc1ccc([N+](=O)[O-])cc1	3
C/C(=N/O)c1ccc(N2C(=O)C3C4C=CC(C3C2=O)C2C3C(=O)N(c5ccc(/C(C)=N/O)cc5)C(=O)C3C42)cc1 (stereo not drawn)	-1
CCCCCCCCCCC(=O)Nc1cccnc1	-4
CC12C(=O)N(c3ccc(C(=O)N4CCOCC4)cc3)C(=O)C1C1c3ccccc3C2c2ccccc21 (stereo not drawn)	0
CCc1nc2c(OCCc3cccc(OC)c3)cccn2c1N(C=O)Cc1ccccc1	7
O=C(/C=C\c1ccc2c(c1)OCO2)Nc1nnc(SCC(=O)OCc2ccccc2)s1	2
Nc1nc2c(ncn2[C@@H]2O[C@H](C(=O)N[C@H](Cc3ccccc3)C(=O)NCC3CCCCC3)[C@@H](O)[C@H]2O)c(=O)[nH]1	-1
C#Cc1ccc(NC(=O)C2(C)CCN2C(=O)C2(c3ccccc3)CC2)cc1 (stereo not drawn)	1
Cc1nc(C(=O)N2CCC(C)(C(=O)NS(=O)(=O)C3CC3)C2)c(C)o1 (stereo not drawn)	-10
CCNC(=O)C1(C)CCCN(C(=O)c2nc3ccccc3s2)C1 (stereo not drawn)	-4
Clc1ccc(-n2c(SC/C=C/c3ccccc3)nnc2-c2ccco2)cc1	1
CCOC(=O)N(C)c1c(CC)nc2c(OCc3ccc(S(C)(=O)=O)cc3)cccn12	-1
O=C(CNC(=O)c1ccc(Cl)cc1Cl)OCC(=O)N1CCOCC1	-2
CC1(C(=O)NS(=O)(=O)c2ccccc2)CCN1C(=O)Cc1cc(F)ccc1F (stereo not drawn)	-1
CN(C)c1ccc(CNC(=O)C2Cc3c(-c4ccccc4Oc4ccccc4)ccnc3O2)cc1 (stereo not drawn)	0
O=C(Nc1ccc(N2CCOCC2)cc1)c1cccc2c(-c3ccc(F)c(F)c3)coc12	-2
NC(c1ccc(F)c(F)c1)c1nc(-c2cc(F)cc(F)c2)cs1 (stereo not drawn)	-2
CC(C)[C@H](N)C(=O)OCC(CO)OCn1cnc2c(=O)[nH]c(N)nc21 (stereo partly drawn)	-1
O=C(COC(=O)c1ccccc1Br)NCC1CCCCC1	-5

Next section; it opens with the two that closed the last part.
SMILES	NSD2 HMT inh
CC(C)[C@H](N)C(=O)OCC(CO)OCn1cnc2c(=O)[nH]c(N)nc21 (stereo partly drawn)	-1
O=C(COC(=O)c1ccccc1Br)NCC1CCCCC1	-5
O=C(Nc1ccc(F)c(Cl)c1)c1cc(C2CCCCN2C(=O)CCc2ccccc2)on1 (stereo not drawn)	0
CN(C)c1ccc(CC(=O)N2CCCC(c3cc(C(=O)Nc4ccc(F)c(Cl)c4)no3)C2)cc1 (stereo not drawn)	12
OCCN1CCN(c2ncnc3c2ncn3[C@H]2CN(Cc3ccc(-c4ccccc4)cc3)C[C@@H](CO)O2)CC1	2
CC(=O)NC(c1cccc(F)c1)c1nc(-c2ccc(C)c(C)c2)cs1 (stereo not drawn)	-1
Cc1cc(F)ccc1-c1cc(C(=O)NCc2ccc(C(F)(F)F)cc2)[nH]n1	0
O=C(CSc1nc2c(c(=O)[nH]1)CCCC2)N1CCOCC1	3
CCNC(=S)Nc1ccc2c(c1)c(=O)n(C)n2Cc1ccc(Cl)cc1	10
CCNC(=O)C1(C)CCN(C(=O)C(c2ccccc2)c2ccccc2)C1 (stereo not drawn)	0
CCn1cc(CNC(=O)CCSc2nc(-c3ccco3)cc(C(F)(F)F)n2)cn1	3
COC(=O)C1=C(C)N(Cc2cccc(C(F)(F)F)c2)C(=NCc2cccc(C(F)(F)F)c2)NC1c1ccccc1C(F)(F)F (stereo not drawn)	-1
CN1CCN(c2ccc(CNC(=O)C3(C)Cc4c(-c5ccccc5)ccnc4O3)cc2)CC1 (stereo not drawn)	14
O=C(NCCc1ccccc1)OCc1cn(-c2c(F)cccc2F)nn1	-2
CC1COCC(C)N1S(=O)(=O)c1ccc2c(c1)CCN2C(=O)C1CCC1 (stereo not drawn)	-8
COc1ccc(NC(=O)c2cc(-c3ccc(F)cc3OC)n[nH]2)cc1OC	-5
O=C(N/N=C/c1ccc([N+](=O)[O-])cc1)c1cnccn1	-2
COc1ccc(S(=O)(=O)N2CCCCC2c2cc(C(=O)NCc3ccc(F)cc3)no2)cc1 (stereo not drawn)	-3
Cn1cccc1C(=O)N1CCN(S(=O)(=O)c2ccc(Cl)s2)CC1	0
O=C(COC(=O)c1cncc(Br)c1)NC12CC3CC(CC(C3)C1)C2	-1
CSc1ccccc1NC(=O)C1(C)CCN1C(=O)CCC1CCCC1 (stereo not drawn)	-7
COc1cccc(OCc2ccc(Cn3nc(NC(=O)NCCc4ccc(OC)c(OC)c4)c4ccccc43)cc2)c1	-2
CCOC(=O)C1=C(c2ccc(OC)cc2)C(=O)c2ccccc2C1=O	28
CN(C)c1ncnc2c1ncn2[C@H]1CN(Cc2ccc(Cl)cc2)C[C@@H](CO)O1	3
NC(c1csc(Nc2ccc(C(=O)NCCO)cc2)n1)C1CCCCC1 (stereo not drawn)	2
O=[N+]([O-])c1cccc(N=Cc2sc3ccccc3c2O)c1	-11
CCNC(=O)C1(C)CCN(C(=O)c2ccc(C(=O)OC)cc2)C1 (stereo not drawn)	-2
CC(=O)Nc1ccc(C(=O)N2CCCCC2c2cc(C(=O)Nc3cccc4c3CCCC4)no2)cc1 (stereo not drawn)	3
COC(=O)C1=C(C)N(CC(C)C)C(=S)NC1c1cccc(OC)c1 (stereo not drawn)	0
Cc1ccc(S(=O)(=O)/N=C2/NC(=O)/C(=C/c3ccncc3)S2)cc1	8
CC(=O)c1ccc(S(=O)(=O)N2CCN(C(=O)C(=O)c3cccc(C(F)(F)F)c3)CC2)cc1	-2
CCc1nc2ccc(C(=O)NCc3ccc(OC)cc3)cn2c1N(CCC(C)C)CCN(C)C	2
CC(C)=CCn1c2ccc(NC(=O)Nc3cccnc3)cc2c(=O)n1C	0
COCCNC(=O)C1(C)CCCN(C(=O)c2ccc(C#N)cc2)C1 (stereo not drawn)	-4
CN1CCCCC(NC(=O)c2cccs2)C1=O (stereo not drawn)	6
CC(=O)NCCNC(=O)C1(C)Cc2c(-c3cccc(NC(C)=O)c3)ccnc2O1 (stereo not drawn)	0
CC(=O)N1CCCC(C)(C(=O)Nc2cccc(OC(C)C)c2)C1 (stereo not drawn)	10
O=C(CSc1nnc(-c2cccs2)o1)c1cccc([N+](=O)[O-])c1	0
Cc1noc(C)c1-c1ccc(C(=O)NCCN2CCOCC2)c2occc12	-1
CCn1c2ccccc2c2cc(C=Nn3c(-c4ccccn4)n[nH]c3=S)ccc21	28
OC(c1ccccc1)c1nc(-c2csc3ccccc23)cs1 (stereo not drawn)	0
COc1ccc(NC(=O)C2(C)Cc3c(-c4cccc(C(F)(F)F)c4)ccnc3O2)cc1OC (stereo not drawn)	14
CCN(C(=O)CN1CCN(c2nc(-c3ccccc3)cs2)CC1)c1ccccc1C	3
COc1ccc(C(C)C)cc1-c1cc(C(=O)NCc2cccc(C(F)(F)F)c2)[nH]n1	-28
COc1ccc(CNC(=O)c2ccc(-n3cncn3)c3ccoc23)cc1OC	1
c1ccc(OCCNc2ccn3nc(-c4ccco4)cc3n2)cc1	0
CCc1nc2ccc(C(=O)NCCCn3ccnc3)cn2c1N(C)Cc1cccs1	2
CC12CC(NC(=O)N1c1cccc(C(=O)NCc3ccccc3)c1)c1ccccc1O2 (stereo not drawn)	-1
COCCNC(=O)C1(C)CCN(C(=O)c2cc(C)nn2C(C)(C)C)C1 (stereo not drawn)	-5
O=C(N/N=C/c1ccco1)c1cc(C2CC2)nc2ccccc12	-1
COc1ccccc1-c1cnc(C(O)c2cccc(F)c2)[nH]1 (stereo not drawn)	-1
COCCNC(=O)C1(C)CCN(C(=O)c2cc(C)n(C(C)(C)C)n2)C1 (stereo not drawn)	1
CCCNC(=O)C1(C)CCCN(Cc2ccc(-n3ccnc3)cc2)C1 (stereo not drawn)	0
CCOC(=O)C1(C)CCN1C(=O)/C=C/c1ccccc1 (stereo not drawn)	-1
COc1ccc(NC(=O)C2Cc3c(-c4cccc(NC(C)=O)c4)ccnc3O2)cc1 (stereo not drawn)	-1
O=C(NCc1ccccc1)N1CCC(c2nc3ccc(Cl)cc3[nH]2)CC1	-8
COc1ccc(N2CCN(C(=O)Cn3c(=O)[nH]c4ccccc4c3=O)CC2)cc1	8
CCS(=O)(=O)C1=NN2C(=N)/C(=C\c3ccc(OS(=O)(=O)c4ccccc4)c(OC)c3)C(=O)N=C2S1	22
CCOC(=O)C(=O)N(C)c1c(CC)nc2c(OCc3ccccc3C)cccn12	-1
COc1cc(OC)cc(OC2(C)CCN(Cc3ccc(OC(C)C)cc3)C2)c1 (stereo not drawn)	1
CCC(C)[C@H]1CNC(=O)C(=O)N1CCc1cccc2ccccc12 (stereo partly drawn)	7
COc1ccc(Br)c(C(=O)N2CCCC2(C)C(=O)NCC(C)C)c1 (stereo not drawn)	1
Additional structures follow:
SMILES	NSD2 HMT inh
Cc1ccc(S(=O)(=O)N2[C@@H](CO)CO[C@H]2CC(=O)c2cccc3ccccc23)cc1	-1
O=C1C(=Cc2ccc(F)cc2)Cc2ccccc21	5
Cc1ccc(-c2csc(C(O)c3ccc(F)cc3)n2)cc1C (stereo not drawn)	-3
CC(=O)NC(C)(c1ccccc1)c1nc(-c2cccc(C#N)c2)cs1 (stereo not drawn)	-7
CC(=O)Nc1cccc(-c2csc(C(C)(O)c3cccc(F)c3)n2)c1 (stereo not drawn)	-2
CCN(C(=O)C1CCCN1S(=O)(=O)c1cccnc1)c1ccccc1 (stereo not drawn)	-2
c1ccc(-c2nnc3n2N=C(c2ccc4ccccc4c2)CS3)nc1	-6
CC1(Cc2cccc(F)c2)C(=O)Nc2ccc(-c3cccnc3)cc21 (stereo not drawn)	2
COc1ccc(-c2cc(NC=O)c3ncc(-c4cccc(C(=O)NCCN(C)C)c4)n3c2)c(OC)c1	-1
Cc1ccc(NC(=O)C2CCCN(c3nnc(-n4cccc4)s3)C2)cc1C (stereo not drawn)	-1
CCOc1ccc(-n2c(SCC(=O)Nc3cccc4ccccc34)nnc2-c2cccs2)cc1	6
O=c1c2cc(-c3ccccc3)sc2nc2n1CCC2	-5
CN1CCN(c2nc3ccccc3nc2C(C#N)S(=O)(=O)c2ccccc2)CC1 (stereo not drawn)	2
Cc1cc(C)nc(NC(=S)N2CCN(c3ccc(C(F)(F)F)cn3)CC2)c1	0
COc1cc(C(O)c2nc(-c3csc4ccccc34)cs2)ccc1F (stereo not drawn)	1
CCc1nc2ccc(C(=O)NCCCN(C)C)cn2c1N(C)Cc1ccc(OC)cc1	7
COCCNC(=O)CCCn1c(=O)c2cc(OC)c(OC)cc2n(CC(=O)c2ccc(Cl)cc2)c1=O	-1
CC[C@H](NC(=O)[C@@H](Cc1ccccc1)NC(=O)[C@H]1O[C@@H](n2ccc(=O)[nH]c2=O)[C@H](O)[C@@H]1O)c1ccccc1	-1
Cn1cccc1C(=O)N1CCN(S(=O)(=O)c2ccc([N+](=O)[O-])cc2)CC1	2
Cc1ccc(-n2cc(CN3CCC(CO)(Cc4ccccc4)CC3)cn2)cc1	-2

Part of the list above, with bars between the fields:
Compound | NSD2 HMT inh
Cc1ccc(S(=O)(=O)N2[C@@H](CO)CO[C@H]2CC(=O)c2cccc3ccccc23)cc1 | -1
O=C1C(=Cc2ccc(F)cc2)Cc2ccccc21 | 5
Cc1ccc(-c2csc(C(O)c3ccc(F)cc3)n2)cc1C (stereo not drawn) | -3
CC(=O)NC(C)(c1ccccc1)c1nc(-c2cccc(C#N)c2)cs1 (stereo not drawn) | -7
CC(=O)Nc1cccc(-c2csc(C(C)(O)c3cccc(F)c3)n2)c1 (stereo not drawn) | -2
CCN(C(=O)C1CCCN1S(=O)(=O)c1cccnc1)c1ccccc1 (stereo not drawn) | -2
c1ccc(-c2nnc3n2N=C(c2ccc4ccccc4c2)CS3)nc1 | -6
CC1(Cc2cccc(F)c2)C(=O)Nc2ccc(-c3cccnc3)cc21 (stereo not drawn) | 2
COc1ccc(-c2cc(NC=O)c3ncc(-c4cccc(C(=O)NCCN(C)C)c4)n3c2)c(OC)c1 | -1
Cc1ccc(NC(=O)C2CCCN(c3nnc(-n4cccc4)s3)C2)cc1C (stereo not drawn) | -1
CCOc1ccc(-n2c(SCC(=O)Nc3cccc4ccccc34)nnc2-c2cccs2)cc1 | 6
O=c1c2cc(-c3ccccc3)sc2nc2n1CCC2 | -5
CN1CCN(c2nc3ccccc3nc2C(C#N)S(=O)(=O)c2ccccc2)CC1 (stereo not drawn) | 2
Cc1cc(C)nc(NC(=S)N2CCN(c3ccc(C(F)(F)F)cn3)CC2)c1 | 0
COc1cc(C(O)c2nc(-c3csc4ccccc34)cs2)ccc1F (stereo not drawn) | 1
CCc1nc2ccc(C(=O)NCCCN(C)C)cn2c1N(C)Cc1ccc(OC)cc1 | 7

Remaining list, next part
SMILES	NSD2 HMT inh
OC(c1ccc(Cl)c(Cl)c1)c1ncc(-c2ccccc2Cl)[nH]1 (stereo not drawn)	1
COc1c(C(C)(C)C)cc(S(=O)(=O)N2c3ccccc3C[C@H]2C)cc1C(C)(C)C	-4
Cc1ccc(S(=O)(=O)N[C@@H](C)CO)cc1	-4
COc1ccc(NC(=O)COC(=O)CCNC(=O)c2ccccc2)cc1OC	4
CCOc1ccc(C=Nn2c(-c3cccc(OC(C)C)c3)n[nH]c2=S)cc1	10
Cc1ccc(NC(=O)C(C)Sc2nc(C)cs2)cc1 (stereo not drawn)	-2
CCn1c2ccccc2c2cc(NC(=O)COC(=O)c3cccc(F)c3)ccc21	-2
CCN(CC)c1ncnc2c1ncn2[C@H]1CN(Cc2ccccc2)C[C@@H](COC(C)=O)O1	0
Cc1noc(C)c1C(=O)N1CCC1(C)C(=O)NS(=O)(=O)c1cccs1 (stereo not drawn)	1
O=C(CNC(=O)c1cccs1)NCCN1CCC(Cc2ccccc2)CC1	-2
COc1ccc(CC(N)c2csc(NC(=O)NCCc3ccc(OC)c(OC)c3)n2)cc1 (stereo not drawn)	8
CC(=O)Nc1cc(-c2cccc(CO)c2)cn2c(-c3ccc(F)cc3)cnc12	-1

The list is partial; rates above refer to the full screens.
